Assay outcomes from PubChem.
GAA inh = alpha-glucosidase (human) inhibition; 200,000 compounds, 0.005% hits; AID 1466; purified human GAA, 4-MU-alpha-glucoside fluorescence; P10253; Potency, µM (doses to about 76.9 µM), for inactives: at the top dose activity change, negative = inhibition, usual class: inhibitors;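 further: plate controls were uninhibited enzyme wells for no effect and no-enzyme background for full effect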
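Compounds are titrated up to 77 uM against 4 nM human enzyme. Substrate 4-methylumbelliferyl-alpha-D-pyranoside (400 uM) reacts 20 min at room temperature in pH 5.0 buffer; liberated 4-methylumbelliferone is read at 440 nm.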
GAA spleen mod = lysosomal alpha-glucosidase (human) modulation; P10253; human spleen homogenate, 4-MU-alpha-glucoside fluorescence; Potency, µM (series often up to 79.9 µM), for the others: top-dose activity change, negative = inhibition, hits mostly inhibitors; 240,000 compounds, 0.006% hits; AID 2112;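 further: 0% = enzyme with vehicle and -100% = no enzyme basal signal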
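Human spleen homogenate (1 ug) incubated with compounds and 1 mM 4-methylumbelliferyl-alpha-D-glucopyranoside in pH 5.0 citrate/phosphate buffer, 37 C, 40 min. Stopped at pH 10; 4-MU fluorescence (Ex 365/Em 440 nm); AC50 by Hill fit.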
HTT cytoprotect = Huntington cell model cytoprotection by ATP luminescence | PC12 HTT-Q103 induced, cytoprotection, ATP luminescence, 40 h | Potency, µM (highest dose often 56.4 µM), for the others: cytoprotection (ATP increase), usual class: activators | 230,000 compounds, 0.14% hits;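 further: % of control where 0% means no effect; nearly all actives have a fitted effect of over 45% in size; toxic huntingtin expression switched on by the ecdysone agonist tebufenozide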
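Quantitative HTS on tebufenozide-induced (100 nM) PC12 cells expressing HTTQ103 exon 1–GFP; compounds tested as a concentration series; survival measured via cellular ATP.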
IMPase Li inh = membrane-permeable IMPase blocker, potentiated with lithium; CHO-M1 cells, IP1 TR-FRET (IP-One), carbachol + lithium; AID 1457; Potency, µM (highest dose often 59.4 µM), for the others: top-dose activity, negative = IMPase inhibition, hits mostly inhibitors; 210,000 compounds, 0.35% hits;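 further: IP1 builds up when IMPase is blocked and the TR-FRET signal falls; plate controls were basal vehicle for no effect and high inhibitor control for full effect; nearly all actives have a fitted effect of over 50% in size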
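Lithium-sensitised IP1 accumulation assay; M1-expressing CHO cells treated 30 min at 37C with compound. Competitive antibody detection by time-resolved FRET followed a 10 min room-temperature lysis step.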
GAA glycogen = GAA glycogen-cleavage inhibition or activation; P10253; recombinant GAA, glycogen substrate, Amplex Red glucose oxidase fluorescence; Potency, µM (top dose mostly 76.4 µM), for the others: at the highest dose activity change, negative = inhibition, usual class: inhibitors; 300,000 compounds, 0.38% hits; AID 2100;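 further: 0% = full enzyme reaction and -100% = no-enzyme basal signal; the screen sought inhibitors and activators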
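Recombinant enzyme (4 nM final) with compounds titrated up to 77 uM and bovine liver glycogen (30 ug) in citrate pH 5.0, 0.01% Tween-20, 37 C 40 min. Released glucose detected by Amplex Red/glucose oxidase (Ex 573/Em 610); AC50 from Hill fits.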
HttQ103 aggreg = mutant huntingtin aggregation inhibition; PC12 HttQ103-GFP aggregates, Acumen cytometry, 40 h; Potency, µM (titrated, usually from 46.1 µM), without a hit: top-dose activity change, negative = inhibition, most hits filed as inhibitors; 220,000 compounds, 1.1% hits; AID 1688; further: on the % scale 0 is the no-effect control and ±100 the full control effect; nearly all actives have a fitted effect of over 60% in size
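Read-out: GFP aggregate count by laser scanning cytometer (488 nm excitation, 500-530 nm emission, 1–25 µm objects >6 SD above background). Cells: PC12, inducible HTTex1-Q103-GFP, 100 nM tebufenozide; compounds titrated.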
GoLoco inh red = blocks human Gai1 binding to RGS12 GoLoco peptide, red readout; Potency, µM (top dose mostly 61.6 µM), for the others: at the top dose activity, negative = inhibition, usual class: inhibitors; Gai1:RGS12 GoLoco peptide FP, rhodamine, 10 min; AID 880; 230,000 compounds, 0.44% hits; P63096; active means well fitted inhibition curve with a large enough effect, not every such curve was filed as active; inactive means no such curve, though single readings can be large or run the other way; further: on the % scale 0 is the no-effect control and ±100 the full control effect; nearly all actives have a fitted effect of over 30% in size; many of its hits are not listed in these tables
Target sequence (P63096 whole entry, looked up): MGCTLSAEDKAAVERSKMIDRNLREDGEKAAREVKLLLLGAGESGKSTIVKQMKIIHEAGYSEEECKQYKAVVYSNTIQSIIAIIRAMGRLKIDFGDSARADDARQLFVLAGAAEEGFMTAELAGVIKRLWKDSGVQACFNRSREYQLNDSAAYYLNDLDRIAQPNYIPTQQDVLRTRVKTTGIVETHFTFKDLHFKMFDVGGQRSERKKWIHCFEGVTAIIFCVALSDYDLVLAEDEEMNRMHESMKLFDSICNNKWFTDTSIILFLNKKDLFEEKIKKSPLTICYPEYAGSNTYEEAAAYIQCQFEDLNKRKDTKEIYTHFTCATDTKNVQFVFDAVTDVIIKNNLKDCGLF
The depositor's hits bear a star; ? = inconclusive; . = no result given; & = joins results of further samples; [ ] = another dose, or the depositor's remark. Unless noted, the call rests on the fitted dose curve; in most records, active means well fitted curve in the direction sought with a large enough effect; inconclusive means small, poorly fitted or top-dose-only effect, or another doubt; inactive means no such curve, though single readings can be large; an effect the other way counts as inactive or inconclusive. Potency means the concentration at half of the fitted maximal effect.

Assay codes: A = GAA inh; B = GAA spleen mod; C = HTT cytoprotect; D = IMPase Li inh; E = GAA glycogen; F = HttQ103 aggreg; G = GoLoco inh red
Cc1ccc(NS(=O)(=O)c2ccccc2)c2c1CC(C)(C)O2
  A: -1% | B: 10% | C: 17% | D: 64%[activator][38.3 µM] | E: -4% | F: 21% | G: -14%

CCOC(=O)c1c(C=O)c(C)n(Cc2ccc(C)cc2)c1C
  A: -9% | B: 0% | C: 17%[10 µM] | D: 27%[38.3 µM] | E: 6% | F: -24% | G: 1%

CCCOc1ccc(N2C(=O)CC(SC(=NC)Nc3ccc(F)cc3)C2=O)cc1 (configuration not stated)
  A: -6% | B: -2% | C: -26% | D: 6%[38.3 µM] | E: 2% | F: 3% | G: -7%

Nc1ccc(Oc2ccc(Cl)cc2)cc1
  A: -2% | B: 3% | C: -12% | D: 20%[38.3 µM] | E: 1% | F: -15% | G: 10%

O=C1Nc2ncccc2OC1CCCl (configuration not stated)
  A: -13% | B: -2% | C: 10% | D: 17%[38.3 µM] | E: 2% | F: -6% | G: 7%

CCC(C)n1ncn(-c2ccc(N3CCN(c4ccc(OC)cc4)CC3)cc2)c1=O (configuration not stated)
  A: 8% | B: 0% | C: -41%[10 µM] | D: -4% | E: 0% | F: 1% | G: 3%

CCOc1ccccc1/C=N/NC(=O)c1cccc(Cl)c1
  A: 0% | B: 5% | C: -10%[10 µM] | D: -2% | E: -1% | F: 6% | G: 11%

COc1ccc(C2CC(c3ccccc3)=NN2C(=O)COC(=O)c2cccnc2)cc1 (configuration not stated)
  A: -9% | B: -7% | C: 21%[10 µM] | D: 20% | E: -11% | F: -7% | G: 56%[activator]

COc1ccc(-c2ccc(CCC(=O)O)n2CC2CCCO2)cc1 (configuration not stated)
  A: ? | B: 10% | C: -8% | D: 2% | E: 1% | F: -12% | G: 14%

CCCOc1ccc(C(O)CCNC(CC(=O)O)c2ccccc2)cc1 (configuration not stated)
  A: -2% | B: -4% | C: 1%[10 µM] | D: 1% | E: 3% | F: 5% | G: 10%

Cc1ccc(OCCCOc2cccc3cccnc23)cc1C
  A: -9% | B: 3% | C: -35% | D: -9%[38.3 µM] | E: -7% | F: -4% | G: -6%

Cc1ccc(Cn2c(Sc3ncccn3)nc3c2c(=O)[nH]c(=O)n3C)cc1
  A: -1% | B: -10% | C: 5%[1.9 µM] | D: 17%[38.3 µM] | E: 2% | F: 1% | G: 0%

Cc1ccccc1NC(=O)C(Cl)=C(Cl)Cl
  A: 5% | B: 3% | C: -27%[1.9 µM] | D: 3% | E: -3% | F: -10%[9.22 µM] | G: 6%

Cc1cc(NC(=O)c2cccc(S(=O)(=O)N3c4ccccc4CC3C)c2)no1 (configuration not stated)
  A: . | B: 6% | C: 5%[10 µM] | D: . | E: -7% | F: -6%[9.22 µM] | G: 9%

OCCN(CC(O)Cn1ccc2ccccc21)CC(O)Cn1ccc2ccccc21 (configuration not stated)
  A: 0% | B: 4% | C: -25% | D: -1%[38.3 µM] | E: 18% | F: 8% | G: 0%

CCCC(C(=O)OCC)P(=O)(c1ccccc1)c1ccccc1 (configuration not stated)
  A: 10% | B: -7% | C: 16%[10 µM] | D: 13%[38.3 µM] | E: -7% | F: 9% | G: 1%

Cc1oc(CC(C)C)c(CN)c1C(=O)O
  A: -7% | B: -1% | C: -9% | D: ? | E: 11% | F: -3% | G: 10%

O=C(NCC(=O)N(Cc1cccs1)C(C(=O)NC1CCCC1)c1cccnc1)c1ccco1 (configuration not stated)
  A: 4% | B: -6% | C: -7%[10 µM] | D: 8% | E: 7% | F: -14% | G: -1%

Cc1cccc(N/C(=N\S(=O)(=O)c2ccccc2)C(F)(F)F)c1
  A: 0% | B: -10% | C: -2% | D: 7%[38.3 µM] | E: 8% | F: -2% | G: 9%

CCNC(=S)N/N=C/c1c(C)nn(-c2cccc(Cl)c2)c1Cl
  A: 1% | B: -5% | C: 1%[10 µM] | D: -6% | E: 1% | F: 5% | G: -1%

CC(=O)Nc1cccc(-n2nnc(SCC(=O)Nc3ccccc3)n2)c1
  A: ? | B: 2% | C: -5%[10 µM] | D: . | E: -3% | F: -10%[9.22 µM] | G: -1%

COc1cccc(Cn2c(=O)c(-c3ccc(F)cc3)nc3cnc(OC)nc32)c1
  A: . | B: 6% | C: -6% | D: -6% | E: . | F: . | G: -1%

O=C(COC(=O)c1ccc(NS(=O)(=O)c2cccs2)cc1O)Nc1nc2ccccc2s1
  A: ? | B: 2% | C: -4% | D: 34%[activator] | E: -15% | F: 7% | G: 17%

COc1ccc(CSc2nnc(C)n2N)cc1Br
  A: -12% | B: 4% | C: -20% | D: 13%[38.3 µM] | E: 5% | F: -4% | G: 12%

CCCCC1=CC2=C(c3ccco3)C(=O)C(C)(OC(=O)c3ccc(OC)cc3)C(=O)C2=CN1CCCN(CC)CC (configuration not stated)
  A: . | B: -6%[17.4 µM] | C: -3%&2%[10 µM] | D: -1% | E: -12% | F: 4%[9.22 µM] | G: 3%[14.2 µM]

COC(=O)c1ccc(NC(=O)CNS(=O)(=O)c2cccs2)cc1
  A: -22% | B: 4% | C: 3% | D: 11%[38.3 µM] | E: -2% | F: 11% | G: -1%

COCCn1nnnc1C(C(C)C)N(Cc1cccnc1)Cc1cc2cc(OC)ccc2[nH]c1=O (configuration not stated)
  A: 12% | B: -1% | C: 2% | D: 35%[38.3 µM] | E: -13% | F: -5% | G: -5%

O=C1/C(=C/c2cccc([N+](=O)[O-])c2)CSc2ccc(Cl)cc21
  A: -6% | B: 2% | C: -1%[10 µM] | D: . | E: 7% | F: 3%[9.22 µM] | G: 0%

Cc1cc(C)cc(NC(=O)C(=O)NCCCN2CCOCC2)c1
  A: -1% | B: . | C: 1% | D: 1% | E: 7% | F: -16% | G: 6%

COc1cc2[nH]c(=S)nc(NCCc3ccc(C)cc3)c2cc1OC
  A: ? | B: -12% | C: . | D: -18% | E: -15% | F: 27% | G: 6%

Cc1ccccc1NC(=O)c1cc(S(=O)(=O)N2CCOCC2)cs1
  A: -7% | B: -4% | C: 12%[1.9 µM] | D: 8% | E: -6% | F: -13% | G: 6%

COc1cccc(-n2c([S-])c(C(=O)Nc3ccc(C(F)(F)F)cc3)[n+]3ccccc23)c1
  A: 2% | B: -3% | C: -46%[inhibitor][10 µM] | D: -11% | E: 15% | F: 6% | G: 5%

CCO[C@H]1OC(C(=O)NCc2ccccc2)=C[C@@H](C2CCCCC2)[C@@H]1CCCO
  A: . | B: 9% | C: 5%[10 µM] | D: 5% | E: 8% | F: 2%[9.22 µM] | G: -1%

COC(=O)CCCC1=CC2=C(c3ccccc3)C(=O)C(C)(OC(=O)C3CCCC3)C(=O)C2=CN1CCCOC(C)C (configuration not stated)
  A: . | B: 12%[17.4 µM] | C: -19%[10 µM] | D: 4% | E: . | F: . | G: 30%[activator][14.2 µM]

CCCCCOc1ccc(CSc2ncn[nH]2)cc1
  A: -8% | B: 5% | C: 21%[10 µM] | D: 7% | E: -5% | F: -4% | G: 9%

CC(C(=O)c1c[nH]c(C(=O)N=CN(C)C)c1)c1ncc(C(F)(F)F)cc1Cl (configuration not stated)
  A: -6% | B: -3% | C: -29% | D: -4% | E: 3% | F: 0% | G: -1%

COc1cc(/C=N/NC(=O)Cc2ccccc2)ccc1Oc1ccc([N+](=O)[O-])cc1[N+](=O)[O-]
  A: 4% | B: 5% | C: -16%[10 µM] | D: 1% | E: -13% | F: 0% | G: 7%

COc1ccc(C(=O)CN2CCN(c3cc(C)nc4ccccc34)CC2)cc1
  A: . | B: 9% | C: 18%[10 µM] | D: . | E: 4% | F: 13%[9.22 µM] | G: 8%

COc1ccc(-c2cn[nH]c2-c2ccc(OCc3ccccc3F)cc2O)cc1OC
  A: -13% | B: 1% | C: 17%[10 µM] | D: . | E: -5% | F: -2%[9.22 µM] | G: 0%

COc1ccccc1N(CC(=O)N/N=C/c1c(O)ccc2ccccc12)S(C)(=O)=O
  A: ? | B: 0% | C: -34%[10 µM] | D: 0% | E: 1% | F: ? | G: 4%

Cn1c(NC(=O)c2cc(Br)ccc2Cl)cc(=O)n(C)c1=O
  A: 2% | B: -1% | C: -21% | D: 1%[38.3 µM] | E: 12% | F: -8% | G: 7%

c1ccc(CNc2oc(-c3ccccc3)nc2-c2ccccc2)cc1
  A: . | B: -1% | C: -2% | D: 26% | E: . | F: . | G: 0%

O=C(COC(=O)/C=C/c1ccccc1)Nc1cc(C(F)(F)F)ccc1N1CCOCC1
  A: -4% | B: 2% | C: -23%[1.9 µM] | D: 3% | E: -8% | F: 0% | G: 10%

Cc1ccccc1NCC(=O)N/N=C/C(Br)=C/c1ccccc1
  A: -3% | B: 10% | C: 4% | D: 27%[38.3 µM] | E: -8% | F: 30% | G: -7%

O=C1C=CCCC1
  A: . | B: 7% | C: -1% | D: -4% | E: . | F: . | G: 3%

CC(CC1CC(C)(C)OC1=O)C(=O)Nc1nncs1 (configuration not stated)
  A: -1% | B: 3% | C: -1% | D: 0%[38.3 µM] | E: 19% | F: 17% | G: -4%

O=C(c1ccc(Br)o1)N1CCN(c2ccc3nnc(-c4ccc(F)cc4)n3n2)CC1
  A: 1% | B: 2% | C: 7%[10 µM] | D: 51%[activator][38.3 µM] | E: -7% | F: -10% | G: 2%

COc1ccc(-n2cc(CNCc3cnc4ccccn34)c(-c3cccc(F)c3)n2)cc1
  A: . | B: -8% | C: -10%[10 µM] | D: 1% | E: 12% | F: 0%[9.22 µM] | G: 10%

COC(=O)C[n+]1cccc2ccccc21
  A: 13% | B: -7% | C: -27% | D: 14% | E: -1% | F: -5% | G: -9%

CCOC(=O)N1CCN(C(=S)NC(=O)c2cncc(Br)c2)CC1
  A: ? | B: -1% | C: 20%[10 µM] | D: -7% | E: 4% | F: 3% | G: 3%

Copied from the results shown for reference:
Assay codes: A = GAA inh; B = GAA spleen mod; C = HTT cytoprotect; D = IMPase Li inh; E = GAA glycogen; F = HttQ103 aggreg; G = GoLoco inh red
O=C1C=CCCC1
  A: . | B: 7% | C: -1% | D: -4% | E: . | F: . | G: 3%

CC(CC1CC(C)(C)OC1=O)C(=O)Nc1nncs1 (configuration not stated)
  A: -1% | B: 3% | C: -1% | D: 0%[38.3 µM] | E: 19% | F: 17% | G: -4%

O=C(c1ccc(Br)o1)N1CCN(c2ccc3nnc(-c4ccc(F)cc4)n3n2)CC1
  A: 1% | B: 2% | C: 7%[10 µM] | D: 51%[activator][38.3 µM] | E: -7% | F: -10% | G: 2%

COc1ccc(-n2cc(CNCc3cnc4ccccn34)c(-c3cccc(F)c3)n2)cc1
  A: . | B: -8% | C: -10%[10 µM] | D: 1% | E: 12% | F: 0%[9.22 µM] | G: 10%

COC(=O)C[n+]1cccc2ccccc21
  A: 13% | B: -7% | C: -27% | D: 14% | E: -1% | F: -5% | G: -9%

An excerpt; rates above refer to the full screens.
